Bioassay records (PubChem)
Rev-erbA mod = modulators of Rev-erb alpha DNA binding, primary screen, biochemical, FITC-DNA, fluorescence polarization, uHTS; Nuclear receptor subfamily 1 group D member 1 (Homo sapiens), P20393; Rev-erbα–FITC-DNA binding, 90 min; activity, % at 10 µM; actives 0.79% (n = 370,000); AID 1259318, 2017;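 active = activity above about 14%, limit read from the data; passing the limit was not always enough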;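 also: 0% = DMSO wells with 35 nM protein and 100% = DMSO wells with 750 nM protein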
Target sequence (P20393 whole entry, looked up): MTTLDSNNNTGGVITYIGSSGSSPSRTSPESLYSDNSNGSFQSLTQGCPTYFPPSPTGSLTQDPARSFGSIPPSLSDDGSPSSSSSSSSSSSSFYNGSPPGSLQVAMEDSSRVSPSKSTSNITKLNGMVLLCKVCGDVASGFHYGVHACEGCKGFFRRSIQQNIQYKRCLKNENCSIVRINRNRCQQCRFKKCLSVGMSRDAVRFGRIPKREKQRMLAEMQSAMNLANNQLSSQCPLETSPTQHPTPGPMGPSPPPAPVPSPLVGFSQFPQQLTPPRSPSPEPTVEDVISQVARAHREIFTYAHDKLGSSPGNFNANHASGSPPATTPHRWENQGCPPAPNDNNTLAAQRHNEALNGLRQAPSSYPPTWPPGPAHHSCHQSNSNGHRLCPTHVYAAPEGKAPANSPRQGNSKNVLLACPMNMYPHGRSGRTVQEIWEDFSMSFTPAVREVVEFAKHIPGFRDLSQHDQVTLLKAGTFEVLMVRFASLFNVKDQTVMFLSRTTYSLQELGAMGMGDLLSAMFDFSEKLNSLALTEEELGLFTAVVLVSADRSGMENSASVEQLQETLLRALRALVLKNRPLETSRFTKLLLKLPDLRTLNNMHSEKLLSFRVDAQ
mABHD4 FP = ABHD4 inhibitors, primary screen, biochemical, fluorescence polarization, mouse; (Lyso)-N-acylphosphatidylethanolamine lipase (Mus musculus), Q8VD66; purified mABHD4, FP-Rh probe fluorescence polarization; inhibition, % at 8.92 µM; actives 0.54% (n = 370,000);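 active = inhibition exceeding the mean over every tested compound plus 3 SD, cut at about 30% in these data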;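 also: 0% = plate median of compound wells and 100% = S159A mutant with DMSO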
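Material: mouse ABHD4 enzyme, wild type; Benchmarks: S159A mutant high control, sample median low control; Buffer or medium: HEPES pH 7.0, NaCl, Pluronic buffer; Signal: fluorescence polarization; Read-out: percent inhibition of probe binding, normalized to plate controls; Timing: pre-incubation 45 min, probe exposure 60 min, at 25 °C; Dosing: 8.92 µM, single dose.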
ARFGAP1 inhibitor = inhibitors of rat ARFGAP1 GAP activity, primary screen, biochemical, fluorescence polarization, GDP tracer. actives 0.26% (n = 360,000). Arfgap1-stimulated ARF1 GTP hydrolysis, GDP FP detection. inhibition, % at 16.5 µM. ADP-ribosylation factor GTPase-activating protein 1 (Rattus norvegicus), Q62848;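 active = inhibition above a per-plate limit, mean inhibition of low control wells plus 3 SD, cut at about 25% in these data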;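 also: 0% = DMSO wells with enzyme and 100% = wells lacking Arfgap1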
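material = rat Arfgap1 catalytic domain, aa 1-136 | also added = human ARF1(Δ1-17)-GTP substrate | compound dosing = one concentration, 16.5 µM, DMSO 1.26% | times = GTP hydrolysis reaction 2 h at 25 °C | measured by = FP, GDP Alexa 633 tracer displaced from anti-GDP antibody, 620/688 nm | evaluation = percent inhibition of Arfgap1-stimulated GTP hydrolysis | replication = single well per compound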
SMARCA2 act = SMARCA2 (BRM) function activators, primary screen, cell-based, luminescence, high throughput; MG213 cells, MMTV-luciferase reporter, dexamethasone, overnight; activation, % at 9.1 µM; actives 1% (n = 370,000); AID 652017, 2013; in the data active = activation above about 7.8%;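 also: 0% = vehicle wells and 100% = reference activator wells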
ASAP1 GAP inh = inhibitors of human ASAP1 ArfGAP activity, primary screen, biochemical, fluorescence polarization; Arf-GAP with SH3 domain, ANK repeat and PH domain-containing protein 1 (Homo sapiens), …; ASAP1-stimulated ARF1 GTP hydrolysis, GDP FP detection; inhibition, % at 16.5 µM; actives 0.19% (n = 360,000); AID 624377, 2012; in the data active = inhibition above about 25%;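 also: 0% = vehicle with enzyme and substrate and 100% = no enzyme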
Target sequence (Q9ULH1 325-724 limits assumed): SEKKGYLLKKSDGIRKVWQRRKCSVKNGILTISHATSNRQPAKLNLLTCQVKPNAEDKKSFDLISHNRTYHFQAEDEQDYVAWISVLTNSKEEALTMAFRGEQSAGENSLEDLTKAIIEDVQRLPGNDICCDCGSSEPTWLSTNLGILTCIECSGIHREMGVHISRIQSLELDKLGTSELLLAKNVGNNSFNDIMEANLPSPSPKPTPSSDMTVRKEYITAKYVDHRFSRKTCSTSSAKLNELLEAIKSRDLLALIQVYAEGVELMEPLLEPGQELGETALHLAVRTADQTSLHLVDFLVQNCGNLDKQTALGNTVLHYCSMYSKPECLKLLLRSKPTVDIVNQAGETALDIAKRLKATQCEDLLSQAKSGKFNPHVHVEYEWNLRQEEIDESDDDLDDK
NPR1 activator = GC-A stimulated cGMP production enhancers – HEK293 GC-A cells, cGMP TR-FRET, EC30 ANP, primary screen. activation, % at 10 µM. actives 0.14% (n = 370,000). 0% at EC30 ANP, 100% saturating ANP. Atrial natriuretic peptide receptor 1 (Homo sapiens), P16066. AID 1671463, 2021; in the data active = activation above about 40%
rCAG binder = binders of r(CAG) RNA repeats, primary screen, biochemical, fluorescence; r(CAG) RNA repeat, TO-PRO-1 dye displacement fluorescence; inhibition, % at 3 µM; actives 1.3% (n = 370,000); AID 651821, 2012;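 active = inhibition above the plate cutoff, the mean of all test compounds on that plate plus 3 SD, cut at about 35% in these data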;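 also: 0% = DMSO alone and 100% = 100 µM mitoxantrone as full dye displacement; higher means more dye released from RNA so lower well fluorescence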
PG9 Ab binder = binders of HIV-1 gp120 antibody PG9, primary screen, biochemical, TR-FRET | inhibition, % at 6.7 µM | AID 624416, 2012 | TR-FRET gp120-PG9 antibody binding | actives 0.43% (n = 360,000) | HIV-1 gp120 / PG9 antibody interaction; in the data active = inhibition above about 8.5%
NPR2 activator = human GC-B receptor activators, primary screen, HEK293 GC-B cells, cGMP TR-FRET, EC30 CNP; Atrial natriuretic peptide receptor 2 (Homo sapiens), P20594; 0% at EC30 CNP, 100% saturating CNP; activation, % at 10 µM; actives 0.11% (n = 370,000);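 active = activation at 10 µM reaching about 35% in either raw or pattern-adjusted values, limit read from the data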
HTRA1 inhibitor = HTRA1 serine protease inhibitors, primary screen, biochemical, fluorescence polarization, HTS | Q92743 | recombinant HTRA1, FP-rhodamine activity-based probe | inhibition, % at 5.96 µM | actives 0.5% (n = 340,000) | AID 504803, 2011; in the data active = inhibition above about 36%;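 also: 0% = enzyme with DMSO and 100% = wells lacking enzyme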
An asterisk follows results filed as active; · = not tested or not shown.

Values in the order: Rev-erbA mod, mABHD4 FP, ARFGAP1 inhibitor, SMARCA2 act, ASAP1 GAP inh, NPR1 activator, rCAG binder, PG9 Ab binder, NPR2 activator, HTRA1 inhibitor
O=C(CN1C(=O)NC2(CCCCC2)C1=O)NC1CCCc2ccccc21 (configuration not stated)
  -4, 1, -14, 0, -9, 2, -3, -0.6, 1, 2
COCCNC(=O)c1ccc(CN2CCOCC2)cc1
  -8, 6, -6, 0, -11, 2, 4, -1.5, -1, -7
CCCc1c(C(=O)N/N=C(\C)CCc2ccccc2)nnn1-c1nonc1N
  -7, 5, 0, -3, 4, -1, -3, -1.3, 5, 4
COc1ccccc1C(=O)Cc1ccccc1
  1, -4, 6, 1, 3, 1, 0, -1.0, 0, 0
CCCOc1ccc(-c2nc(C#N)c(N3CCN(CC)CC3)o2)cc1
  1, 8, -14, 0, -8, 13, 2, 0.9, -11, 2
CC(C)CN1C(=O)NC(NS(=O)(=O)c2ccc(N)cc2)(C(F)(F)F)C1=O (configuration not stated)
  -3, -4, 11, 5, 6, 7, 1, -1.8, 4, 2
Clc1ccccc1-c1nnc(-c2cccnc2)o1
  3, 7, 14, 5, 12, 2, -5, -1.4, -1, -5
COc1ccc(N2CCN(C(=O)c3ccc4c(c3)NC(=O)C(CSCc3ccccc3F)N4)CC2)cc1 (configuration not stated)
  -3, 2, -4, -3, 1, 2, 17, -1.2, 5, 10
Nc1nc(N)c(N=Nc2ccc(SCC(=O)O)cc2)c(=O)[nH]1
  -2, 5, -10, -3, -6, 0, 1, -1.7, 2, -2
Cc1c(C(=O)NCc2ccc3c(c2)OCCO3)sc(=O)n1Cc1ccccc1F
  1, -1, 12, 0, -3, 0, 1, 1.8, -8, ·
CC1CCCCN1Cc1nc2c(c(=O)n(C)c(=O)n2C)n1CCCc1ccccc1 (configuration not stated)
  0, 4, 5, 1, 0, -2, -6, -0.1, 1, 0
Cc1ccc(S(=O)(=O)N(C)C)cc1NC(=O)Nc1ccccc1F
  -1, -8, 1, -1, -1, 0, -3, 0.0, 1, ·
CCOC(=O)c1cc(-c2ccc(N)cc2)sc1N
  2, 12, 16, 2, -7, 4, 9, -14, 2, 20
Cc1ccc(C)c(NC(=O)CN(C)C(=O)c2ccc(-c3cccc(C(F)(F)F)c3)o2)c1
  22*, -6, 4, -2, 0, -6, 0, 6.0, -1, -6
Nn1c(SCC(=O)Nc2nccs2)nnc1-c1cc(-c2ccc(Cl)cc2)n[nH]1
  4, -4, ·, -2, ·, 3, 7, ·, -12, ·
CC1(C)Cc2nc3n[nH]c(N)c3cc2CO1
  -1, 1, 0, -3, 6, 6, 2, 1.9, 2, 3
CC(=O)/C(=N\Nc1ccccc1)Oc1ccc(Br)cc1
  0, -4, 10, -3, 13, 6, 1, 1.1, 8, ·
CCN(CC)C(=O)C(=O)N/N=C/c1ccc(F)cc1
  -1, -2, 7, -4, -3, 4, -4, 1.8, 3, -2
CC(C)CN(C(=O)COC(=O)CCc1c[nH]c2ccccc12)c1c(N)n(Cc2ccccc2)c(=O)[nH]c1=O
  1, 11, 10, -1, -7, -2, 3, 0.3, 8, 0
CC(=O)c1cc(-c2cccc(C#N)c2)c(=O)n2c1CCC2
  -1, 5, ·, 0, ·, -2, 4, ·, -8, ·

Single records (already shown):
Cc1c(C(=O)NCc2ccc3c(c2)OCCO3)sc(=O)n1Cc1ccccc1F is listed with Rev-erbA mod: 1; mABHD4 FP: -1; ARFGAP1 inhibitor: 12; SMARCA2 act: 0; ASAP1 GAP inh: -3; NPR1 activator: 0; rCAG binder: 1; PG9 Ab binder: 1.8; NPR2 activator: -8; HTRA1 inhibitor: ·
CC1CCCCN1Cc1nc2c(c(=O)n(C)c(=O)n2C)n1CCCc1ccccc1 (configuration not stated) is listed with Rev-erbA mod: 0; mABHD4 FP: 4; ARFGAP1 inhibitor: 5; SMARCA2 act: 1; ASAP1 GAP inh: 0; NPR1 activator: -2; rCAG binder: -6; PG9 Ab binder: -0.1; NPR2 activator: 1; HTRA1 inhibitor: 0

The results go on.
Values in the order: Rev-erbA mod, mABHD4 FP, ARFGAP1 inhibitor, SMARCA2 act, ASAP1 GAP inh, NPR1 activator, rCAG binder, PG9 Ab binder, NPR2 activator, HTRA1 inhibitor
COc1cc(NC(=O)Nc2ccccc2)c(OC)cc1NC(=O)CN1CCCCC1
  -2, 2, 3, 2, 1, -1, 3, -0.2, 3, 30
CC(=O)N1CCc2cc(S(=O)(=O)NCCC(=O)NCc3ccc(Cl)cc3)ccc21
  6, 2, ·, -6, ·, -3, 7, ·, -13, ·
Cc1ccc(S(=O)c2snnc2C)cc1 (configuration not stated)
  1, 2, 5, -1, 12, 0, -1, -2.3, 10, 0
CCCN(C(=O)c1cc2c(s1)CCC2)c1c(N)n(Cc2ccccc2)c(=O)[nH]c1=O
  -26, 2, -1, -2, 0, 5, 25, 0.8, 12, 10
Cc1ccc(S(=O)(=O)N[C@H](C(=O)OCC(=O)NC(=O)NCc2ccco2)C(C)C)cc1
  6, 0, -2, 5, 3, 3, 3, -1.5, 4, -8
CC1=C2C3OC(=O)C(C)[C@@H]3CC[C@](C)(O)C2C2C3C4C5(C12)[C@H]1OC(=O)[C@@H](C)C1CC[C@]4(C)O[C@]5(C)[C@@H]3O (some centres not stated)
  12, 3, -1, 0, -5, 2, -2, -1.1, -3, 10
CN(C)S(=O)(=O)c1ccc(C(=O)OCC(=O)Nc2ccc3c(c2)OCO3)cc1
  1, 10, 2, -3, 6, -1, 4, -0.7, 4, -1
COC(=O)C1=C(C(=O)OC)[C@@H]2N(C)c3ccccc3[C@@]23C[C@@H](C(=O)OC)N(C(C)=O)C3=N1
  -5, 6, -1, 0, -5, -12, -10, 0.6, -16, -4
O=C(COc1ccc([N+](=O)[O-])cc1)Nc1ccccc1C(=O)NC1CC1
  -5, 0, 2, -2, 0, -3, -3, -1.0, -5, -2
Cc1cccc(NC(=O)CN2CCN(C(=O)C3CCCO3)CC2)c1C (configuration not stated)
  1, 6, 2, -3, 1, 0, -6, 0.9, -3, 3
C#CCn1c2ccccc2c(=O)n1C(C)CBr (configuration not stated)
  2, 2, 7, -1, 0, 0, 3, 0.5, 2, ·
C[C@H]1CN([C@@H](C)CO)C(=O)c2cccc(NS(=O)(=O)c3ccc(F)cc3)c2O[C@H]1CN(C)S(=O)(=O)c1cn(C)cn1
  4, 6, -3, 0, 2, 1, 5, 0.6, -2, 4
COc1cc(C(C(=O)NCc2ccccc2)N(Cc2ccco2)C(=O)c2cnccn2)cc(OC)c1OC (configuration not stated)
  0, 2, 7, 4, 8, -1, -4, -1.6, 2, 16
CCOC(=O)C1(C)NC(c2ccccc2F)C2C(=O)N(CC)C(=O)C21 (configuration not stated)
  6, 3, -2, 4, -1, -4, 2, 0.6, 1, 2
Cc1ccc(S(=O)(=O)N2CCN(C(=O)COC(=O)CSc3ccc(C)c(C)c3)CC2)c(C)c1
  8, -3, 3, 1, 6, -3, 3, -2.3, -3, -8
CCCOc1ccc(C(O)(CCN2CCCCC2)c2ccccc2OC)cc1 (configuration not stated)
  -6, -2, 15, -1, 10, 0, -5, -0.7, -6, 0
COC(=O)c1c(C)oc(C)c1S(=O)(=O)NC(c1ccccc1)c1ccccc1
  -2, -9, 8, -3, -15, -7, -7, 0.0, -2, -16
CCCCCCC/C=C(\C)[C@@H](O)[C@@H](C)C(=O)N1CCC[C@@H]1C(=O)O
  -4, -2, ·, ·, ·, 1, ·, ·, 0, ·
O=C(COc1ccccc1)NCC1CCCO1 (configuration not stated)
  1, 5, 7, 0, -3, 4, -4, -1.7, 3, 1
CCn1ncc(Cl)c1C(=O)Nc1cc([N+](=O)[O-])ccc1OC
  -5, -6, -5, -1, -2, 1, 0, -1.0, 3, -4

Going on with the list.
Values in the order: Rev-erbA mod, mABHD4 FP, ARFGAP1 inhibitor, SMARCA2 act, ASAP1 GAP inh, NPR1 activator, rCAG binder, PG9 Ab binder, NPR2 activator, HTRA1 inhibitor
CC(C(=O)Nc1ccncc1)(c1ccccc1)c1ccccc1
  1, 6, 4, 1, -10, -1, -5, 0.5, -3, -3
O=C(c1ccc(-c2cc(Cl)ccc2Cl)o1)N1CCOCC1
  2, -2, 1, 8.8*, 5, -9, -4, 0.9, -5, 3
CCCCNc1cnn(-c2ccccc2)c(=O)c1Cl
  -4, -6, 1, 4, 6, -1, 0, -1.6, -4, -4
COc1cc(CNC(=O)c2ccc3oc(C(C)C)nc3c2)cc(OC)c1
  0, 0, 7, 0, 4, -3, -5, 0.6, 5, -10
CC(Cc1ccccc1)NC(=O)c1ccc([N+](=O)[O-])cc1 (configuration not stated)
  2, 3, 5, 7.8*, 2, -5, -1, -2.1, -2, 0
Cc1ccc2c(c1)[C@H]1[C@H](CO2)[C@H](c2ccccc2)[C@]2(C)C(=O)N(Cc3ccc(F)cc3)CC(=O)N12
  -6, -11, -7, 0, 9, -4, -167, -0.9, -10, -30
COC(=O)c1cc2c(c3c4ccccc4n(S(=O)(=O)c4ccccc4)c13)C(=O)N(Cc1ccc(C(F)(F)F)cc1)C2
  -1, -9, -7, -2, 0, 4, 10, -0.8, 12, ·
CCN1CCN(C(c2ccccc2OC)c2nnnn2C2CCCCC2)CC1 (configuration not stated)
  0, 7, 1, 0, 9, 0, -5, -0.7, -3, -1
CCc1noc(C)c1C(=O)OCC(=O)N(CC)c1c(N)n(Cc2ccccc2)c(=O)[nH]c1=O
  -3, -3, -18, -1, 7, 0, -2, -0.2, 5, 1
COC[C@@H]1CCCN1[C@H]1CS(=O)(=O)N[C@@H]1COCc1ccccc1
  -7, 1, 0, 3, -1, 1, 3, -1.9, 1, ·
COc1ccc(-n2nnnc2CNC(=O)C(=O)c2c[nH]c3ccccc23)cc1
  5, 4, 4, 0, 17, -3, -1, -0.9, -8, -4
